Assay outcomes from PubChem.
mcGAS MS inh – inhibitors of Mus musculus cyclic GMP-AMP synthase, initial high-throughput assay, cell-free, RapidFire MS; Q8C6L5; recombinant mouse cGAS, cGAMP by RapidFire MS; inhibition, % at 12.5 µM; 130,000 tested, 0.18% active; AID 1259397, 2018;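 active = inhibition of cGAS enzyme activity at or above 60%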;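 note: enzyme stimulated by 45 bp dsDNA with ATP and GTP substrates; cGAMP share of summed cGAMP plus half ATP and half GTP signals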
Target sequence (Q8C6L5 whole entry, looked up): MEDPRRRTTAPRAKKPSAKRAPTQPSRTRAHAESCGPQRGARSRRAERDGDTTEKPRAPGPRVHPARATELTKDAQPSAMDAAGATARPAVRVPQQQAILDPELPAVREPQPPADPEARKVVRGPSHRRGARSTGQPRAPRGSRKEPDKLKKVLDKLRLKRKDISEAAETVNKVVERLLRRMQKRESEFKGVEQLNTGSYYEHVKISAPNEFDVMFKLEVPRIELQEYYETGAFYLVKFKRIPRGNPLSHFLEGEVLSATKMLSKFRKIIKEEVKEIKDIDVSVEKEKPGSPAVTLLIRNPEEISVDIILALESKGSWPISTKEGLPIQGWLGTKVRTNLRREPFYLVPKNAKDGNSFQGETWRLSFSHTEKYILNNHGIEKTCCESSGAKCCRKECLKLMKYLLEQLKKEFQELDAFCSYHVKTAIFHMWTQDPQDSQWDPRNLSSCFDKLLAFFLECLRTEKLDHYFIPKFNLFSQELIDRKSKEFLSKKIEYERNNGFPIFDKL
Active calls of the source: *; & = joins results of further samples.

mcGAS MS inh	molecule
-15	CCN(CC)C(=O)Cn1cc(C(=O)N2CCC(CCc3ccccc3)CC2)nn1
-4	CC(C)c1nc(C2CCCN2c2cccc(F)c2C#N)no1 (stereo unspecified)
3	CC1(C)CC(N2CCCCC2)=CC(=NCCCN2CCOCC2)C1
9	CC(C)c1nccc(CN2CCC(NS(C)(=O)=O)CC2)n1
-3	CC(NC(N)=O)C(=O)NCC(C)(C)c1c(Cl)cccc1Cl (stereo unspecified)
7	CCc1[nH]c2c(CNC(=O)CN3CCC(N(C)C)C3)cc(C)cc2c1C (stereo unspecified)
-3	N#CC1(NC(=O)CN2CCCc3cc(OC(F)(F)F)ccc32)CCCC1
-8	O=C(Nn1cnc2c(cnn2-c2ccccc2)c1=O)C1CC(=O)N(c2ccc(F)cc2)C1 (stereo unspecified)
-3	C#CCN(CCc1ccc2c(c1)CCO2)C1CCS(=O)(=O)C1 (stereo unspecified)
-2	CCN1CCN(c2nc(Nc3ccccc3)c3nccnc3n2)CC1
-9	CCOC(=O)c1cc(NC(=O)Nc2ccc(Br)cc2)c(C)nc1C
-1	CCN(CC)CCn1c(N)nc2ccccc21
3	CCN(Cc1ccc(Cl)s1)S(=O)(=O)c1cccc(C(C)=O)c1
-6	COc1ccc(C2Nc3ccccc3C(=O)N2c2ccc(F)cc2)cc1COc1ccc(NC(C)=O)cc1 (stereo unspecified)
8	O=C(c1ccccc1C(F)(F)F)N1CC[C@@H](N2CCC(O)CC2)[C@H](O)C1
1	O=S(=O)(CCn1ccnc1)Oc1ccccc1
-5	CN(CCc1ccccn1)C(=O)c1cc2cc(Br)ccc2o1
-57	O=C(Cn1cc(COc2ccc3ccccc3c2)nn1)NS(=O)(=O)c1ccccc1OC(F)(F)F
-16	COc1cccc(CN2CCC2(C)C(=O)NC(C)(C)C)c1OC (stereo unspecified)
1	C=CCn1c(=O)c2c(nc3n2CCN3c2cccc(Cl)c2C)n(C)c1=O
-10	CCC(=O)Cn1nnnc1CNC(=O)OC(C)(C)C
-3	Cc1cc(C(=O)COc2ncnc3sc4c(c23)CCC4)c(C)n1-c1nccs1
-4	O=S(=O)(c1ccc(F)cc1)N1CCN(CCO)CC1
-6	O=C1CC[C@@H](CN(Cc2ccccn2)Cc2nc(-c3ccc4c(c3)OCO4)no2)N1
-9	O=C(NCc1ccco1)c1ccc(CN2CCCCC2)cc1
-1	Cc1nn(C)c2nc(C3CC3)cc(C(=O)Nc3ccc(N4CCOCC4)cc3)c12
-3	Cc1ccc(C(=O)NC(C)c2noc(Cc3ccccc3)n2)s1 (stereo unspecified)
-5	COc1ccc(S(=O)(=O)NC2CC(=O)N(c3ccccc3)C2)cc1C (stereo unspecified)
-5	CCc1cc(=O)n2nc(N3CC(c4nc5ccccc5[nH]4)C3)sc2n1
-1	CCn1nnc2c(N3CCN(CC(N)=O)CC3)ncnc21
-8	COc1ccc2c(c1)N(C(=O)c1cccc(-n3ccnc3)c1)CC(C)O2 (stereo unspecified)
3	CCSCCC(C)NC(=O)N1CCOCC1CC (stereo unspecified)
-4	CCn1cc(Br)cc1C(=O)N(C)CC(F)(F)F
1	CCN(Cc1ccc2cccc(O)c2n1)CC1CCOCC1
-14	CNC(=O)CC(C)N(C)Cc1ccncc1 (stereo unspecified)
24	Cn1ccsc1=NC(=O)CC12CC3CC(CC(Br)(C3)C1)C2
-18	CCN(CC)C1CCN(c2nccc(C3CCCC3)n2)C1 (stereo unspecified)
-7	CNC(=O)CSc1ncc(-c2ccc(Cl)c(Cl)c2)n1Cc1ccccc1
16	COc1ccccc1OS(=O)(=O)CCS(=O)(=O)c1ccc(Cl)cc1
-2	O=c1c2ccccc2ncn1CCCCOc1ccc(OCc2ccccc2)cc1
-1	CN(Cc1cccc(O)c1)C(=O)c1c[nH]c2ccccc2c1=O
-2	O=C(CN1CCC2(C=Cc3ccccc32)CC1)Nc1ccc(C(F)(F)F)cc1
-1	CCCCCN(C(=O)NC(=O)NC(C)C1CC2CCC1C2)S(C)(=O)=O (stereo unspecified)
-1	CCc1nc(CN(C)C(=O)c2c(C)nn(-c3ccc(F)cc3)c2C)no1
-24	COc1ccccc1-c1nc(C)c(-c2ccc(SCC(=O)N3CCCC3)nn2)s1
-3	CC1CC(C)CN(c2nc(NCC3CCCO3)nc(N)c2[N+](=O)[O-])C1 (stereo unspecified)
4	Cc1nc2sc(C(=O)OCc3ccc(Cl)cc3)c(C)c2c(=O)[nH]1
-12	CCOC(=O)N1CCN(C(=O)COc2ccc3c(C)cc(=O)n(Cc4ccccc4F)c3c2)CC1
-5	Cc1nc(SC(C)C(=O)c2c(N)n(C)c(=O)n(C)c2=O)c2c(C)c(C)sc2n1 (stereo unspecified)
-12	NC(=O)c1ccc(COC(=O)c2cncn2-c2ccccc2)cc1

Next records:
mcGAS MS inh	molecule
-12	COC(=O)C1OC2(OC1C(=O)OC)c1ccccc1-c1ccccc12 (stereo unspecified)
-9	O=C(C1CCCO1)N1CCC(NCCOc2ccccc2Cl)CC1 (stereo unspecified)
-4	COC(=O)c1ccccc1Cn1cnc2c1c(=O)n(C1CCCC1)c(=O)n2-c1cccc(OC)c1
-16	CC(C)CCN1CCNC(=O)C1CC(=O)NCc1ccc(N2CCOCC2)cc1 (stereo unspecified)
23	COc1cc(/C=C2/SC(=O)N(CCNC(C)=O)C2=O)cc(OC)c1OC
14	COc1ccccc1/C=C/C1=NC(=C\c2ccc(Br)cc2)/C(=O)O1
-12	CCC1c2ccsc2CCN1C(=O)C1CCN(S(=O)(=O)c2ccccc2)CC1 (stereo unspecified)
-1	CCOc1ccc(CC(=O)NCCc2cc3c(C)ccc(C)c3[nH]c2=O)cc1
-20	Cc1ccc(CC(C#N)Sc2nc(C)c(C)n2CC2CCCO2)cc1 (stereo unspecified)
-6	C#CCN(CC(F)(F)F)C(=O)c1ccc(-c2ccccc2)cc1
-4	C/C(=C/c1ccccc1)CNCCCNc1ccncc1
-2	COc1ccc(S(=O)(=O)N2CCC(n3c(=O)[nH]c4ccccc43)CC2)cc1OC
7	CC(C)COC(=O)C1C2C=CC3(CN(Cc4cccs4)C(=O)C13)O2 (stereo unspecified)
-7	CCc1ccc(NC(=O)CSc2ccc3nc(-c4ccc(OC)cc4)cn3n2)cc1
-5	O=C(Cn1nnc2ccccc2c1=O)NC1CCCCCC1
-5	CC(=O)c1c(C)[nH]c(C(=O)OCC(=O)c2cc(C)n(Cc3ccco3)c2C)c1C
-23	Cc1cc(C)c2[nH]c(C)c(CC(=O)NC(C)Cc3cc(C)[nH]n3)c2c1 (stereo unspecified)
-4	COc1ccc2[nH]c(C(=O)N3CCCC(N(C)C)CC3)cc2c1 (stereo unspecified)
-9	COc1ccccc1CN1CCC(CN(CC(C)C)C(=O)C2CCCC2)CC1
-6	O=S1(=O)CCC(SCc2ccc(Br)cc2)C1 (stereo unspecified)

Some of these compounds in order of their number in mcGAS MS inh, low to high:
mcGAS MS inh	molecule
-23	Cc1cc(C)c2[nH]c(C)c(CC(=O)NC(C)Cc3cc(C)[nH]n3)c2c1 (stereo unspecified)
-7	CCc1ccc(NC(=O)CSc2ccc3nc(-c4ccc(OC)cc4)cn3n2)cc1
-4	C/C(=C/c1ccccc1)CNCCCNc1ccncc1

(list continues)
mcGAS MS inh	molecule
-4	COc1ccc(Cc2nc3ccc(C(=O)NC(C)c4ccncn4)cc3o2)cc1 (stereo unspecified)
-20	Cc1nc(CCN)cc(N2CCN(c3ccncc3C)CC2)n1
-2	CC(=O)c1c(C)[nH]c(C(=O)C(C)n2nc(C)c(S(=O)(=O)N(C)Cc3ccco3)c2C)c1C (stereo unspecified)
-6	O=C(c1cc(C2CC2)on1)N1CCCC(N2CCN(c3cccc(C(F)(F)F)c3)CC2)C1 (stereo unspecified)
-11	O=C(CCC1CCN(C(=O)c2cccc3c2C(=O)c2cc(Cl)ccc2-3)CC1)NC1CC1
-18&-4	CCOC(=O)N1CCN(Cc2nc(-c3ccc(C(F)(F)F)cc3)oc2C)CC1
-12	O=S(=O)(c1cnc[nH]1)N1CCN(C2CCCCC2)CC1
-20	CNS(=O)(=O)c1ccc(CN2CC[C@@H](c3sccc3C)[C@H](O)C2)cc1
-12	O=C(Cn1nnnc1CN1CCOCC1)N1CCN(C2CCc3ccccc3C2)CC1 (stereo unspecified)
-6	COc1ccc(NC(=O)C2=NN(c3cccc(C)c3)C(=O)CC2)cn1
-4	COc1ccc(Cl)cc1NC(=O)C(=O)NCC(c1cccn1C)N1CCCC1 (stereo unspecified)
11	CCCOC(=O)C1C2C=CC3(CN(CC4CCCO4)C(=O)C13)O2 (stereo unspecified)
-4	COc1ccccc1C(=O)N1CCOC(c2ccccc2)C1 (stereo unspecified)
-3	O=C1c2c(O)ccc([N+](=O)[O-])c2C(=O)c2c(O)ccc([N+](=O)[O-])c21
-10	CCC[C@@H](NC(N)=O)C(=O)N(C)Cc1ccccc1Br
7	O=C(Cc1ccc(Br)cc1)N1CCN(S(=O)(=O)c2cc(Cl)ccc2Cl)CC1
-7	NC(=O)NS(=O)(=O)c1ccc(N)cc1
10	CC(C)CS(=O)(=O)c1ncc(CN(C)C2CCOC2)n1Cc1ccccc1 (stereo unspecified)
-7	CN1CCC1(C)C(=O)Nc1ccc2c(c1)OCO2 (stereo unspecified)
-8	Cc1ccc(C(c2c(O)cc(C)n(Cc3cccnc3)c2=O)N2CCN(c3ccccn3)CC2)cc1 (stereo unspecified)

Part of the list above in order of molar mass, high to low.
mcGAS MS inh	molecule
-3	C#CCN(CCc1ccc2c(c1)CCO2)C1CCS(=O)(=O)C1 (stereo unspecified)
-18	CCN(CC)C1CCN(c2nccc(C3CCCC3)n2)C1 (stereo unspecified)
-1	CCN(CC)CCn1c(N)nc2ccccc21

Carrying on:
mcGAS MS inh	molecule
0	O=C(Cc1ccc(S(=O)(=O)N2CCCC2)s1)Nc1cccc2cccnc12
17	CCOC(=O)C1=C(N)N(c2ccccc2Sc2ccccc2)C(=O)C1
2	O=C1Nc2ccccc2/C1=C/c1nn(-c2ccccc2)cc1-c1ccccc1
4	C=CCN(Cc1nc(N)nc(N(C)C)n1)Cc1ccc(Br)s1
-16	Cc1cnccc1NCCNC(=O)Cc1ccccn1
-1	CNS(=O)(=O)c1cc(NC(=O)CNC(=O)C2CCCCC2)ccc1C
1	CCC1CCCN(C(=O)Nc2sc(C)nc2C)C1 (stereo unspecified)
-16	CN(CCNC(=O)c1ccc(-n2cccc2)cc1)S(C)(=O)=O
-31	CCn1cnnc1CCNC1CCSCC1
-4	COc1cc(NC(=O)CN2CCCCC2=O)ccc1Br
-7	Cc1cc(CC(=O)Nc2c(F)cc(Br)cc2F)no1
-8	OCc1ccc(CN2CCCC(CCc3ccc(F)c(F)c3)C2)o1 (stereo unspecified)
-9	CC1CN(Cn2[nH]c(-c3ccc(Cl)cc3Cl)nc2=S)CCO1 (stereo unspecified)
-1	Cc1ccc(OCCOCCn2cnc3ccccc3c2=O)c(C(C)(C)C)c1
-50	CCOc1ccccc1OC1CCN(c2ncc(S(N)(=O)=O)s2)CC1
-12	Cc1cc(N2CCN(c3nccc(CCC(F)(F)F)n3)CC2)nc(N)n1
2	O=C(/C=C/c1ccccc1)NCCO
-3	CC(C)(C)c1ccc(C(=O)N2CCN(c3cccc(Cl)c3)CC2)cc1
-2	COC(CNC(=O)C(=O)N(C)c1ccc(C)cc1)c1ccccc1 (stereo unspecified)
8	Cc1ccc(CNC(=O)CSc2ccc(NC(=O)C3CC3)nn2)cc1
-5	O=C(CCn1nnnc1CN1CCOCC1)N1CCN(Cc2ccccc2)CC1
6	COCCC1CCCCN1Cc1nc(CCC(C)C)no1 (stereo unspecified)
1	O=C(Nc1ccc2c(c1)CN(Cc1ccccn1)CC2)C1CCCO1 (stereo unspecified)
-8	CCC(Oc1ccccc1)C(=O)N1CCC2(CC1)CN(CC(=O)OC)C(=O)O2 (stereo unspecified)
-5	Cc1cccn2c(CNCc3ccccc3OC(F)(F)F)c(C(=O)N3CCCCC3)nc12
-15	CC1c2cccn2CCN1C(=O)CC(O)(c1nccn1C)C(F)(F)F (stereo unspecified)
1	COc1cc(NS(=O)(=O)c2cccs2)cc(OC)c1
4	COc1cc(/C=C/c2nc(C(=O)O)ccc2C#N)cc(OC)c1
-1	CC(=O)C(C)n1c(=O)c2c(nc3n(-c4ccc(C)c(C)c4)c(C)cn23)n(C)c1=O (stereo unspecified)
3	COC(=O)c1cccn1C1CCN(C(=O)Cc2ccc(C(F)(F)F)cc2)CC1
-3	CC(=O)c1c(C)[nH]c(C(=O)N2Cc3ccccc3CC2C(N)=O)c1C (stereo unspecified)
-7	Cc1nn(C(C)(C)C)c(C)c1S(=O)(=O)Nc1ccc(C#N)cn1
-4	C1=CC(c2ccc(C=NNc3nc4ccccc4s3)s2)CC1 (stereo unspecified)
-4	O=C(NC1CCN(C(=O)C2CC2)CC1)c1ccccc1F
-9	CCc1noc(CN(C)C(=O)/C=C/c2ccccc2OC(F)(F)F)n1
-12	COc1cccc(CN2CCNC(=O)C2CC(=O)N2CCCC2)c1OC (stereo unspecified)

Some of the entries so far, field by field:
O=C1CC[C@@H](CN(Cc2ccccn2)Cc2nc(-c3ccc4c(c3)OCO4)no2)N1
  mcGAS MS inh = -6

O=C(NCc1ccco1)c1ccc(CN2CCCCC2)cc1
  mcGAS MS inh = -9

Cc1nn(C)c2nc(C3CC3)cc(C(=O)Nc3ccc(N4CCOCC4)cc3)c12
  mcGAS MS inh = -1

Cc1ccc(C(=O)NC(C)c2noc(Cc3ccccc3)n2)s1 (stereo unspecified)
  mcGAS MS inh = -3

Some of the compounds tested. The share of hits here may be higher or lower than overall.
